Bioassay records: PubChem BioAssay, The Scripps Research Institute Molecular Screening Center
PAD4 inhibitors – blockers of protein arginine deiminase 4 – biochemical, fluorescence polarization, primary screen (AID 463073) | recombinant PAD4, RFA probe fluorescence polarization; active compounds read high | inhibition, % at 5 µM | 2,000 tested, 0.5% active;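 active = inhibition above 30%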;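 also: 0% = PAD4 with DMSO and 100% = wells lacking PAD4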
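System: recombinant PAD4. Amount: PAD4 at 2 µM in dispensed buffer, before additions. Doses: single 5 µM final compound concentration. Timing: 30 min 25 °C preincubation, 5 h 37 °C labeling. Benchmarks: wells lacking PAD4 as full-inhibition control. Repeats: single well per compound. Measured by: FP, ex 525 nm, em 598 nm.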
The depositor's hits bear a star; & = joins results of further samples. Not all compounds are listed; the hit share may differ from the screen's.

smiles | PAD4 inhibitors
CC1(C)Cc2nc3sc4c(=O)n(CC(N)=O)cnc4c3cc2CO1 | -1.2
O=C(O)c1ccc(C(=O)C(=O)c2ccccc2)cc1 | -0.2
c1ccc(Cn2nnc3cnccc32)cc1 | -3.8
O=C(O)CCCCCN=C1CCc2ccccc2N1 | -1.4
CCc1ccc(CN(C)Cc2nc(Cc3ccccc3)no2)nc1 | -0.6
COCCCN1C(=O)C(=O)/C(=C(/O)c2ccc3c(c2)CC(C)O3)C1c1cccnc1 (stereo unspecified) | 0.1
CC1CCCC(C)N1NC(=O)c1ccc(Cl)c(S(N)(=O)=O)c1 (stereo unspecified) | 1.4
Cc1ccc2nc(N=C(N)N)nc(C)c2c1 | 1.0
CC(C)CCn1c(N2CCc3ccccc3C2)nc2c1c(=O)[nH]c(=O)n2C | 3.5
O=C(Nc1ccc(N2CCOCC2)cc1)c1ccc(-c2ccccc2[N+](=O)[O-])o1 | 3.9
OC[C@H]1O[C@@H](n2cnc3c(NC4CCCC4)ncnc32)[C@H](O)[C@@H]1O | -0.5
CCN1C(=O)C(CC(=O)Nc2ccc(OC)cc2)N(CCc2ccc(F)cc2)C1=S (stereo unspecified) | 3.7
O=C(c1ccco1)N1CCCN(Cc2nc(-c3ccc4c(c3)OCO4)no2)CC1 | -1.0
O=C1CN(O)C=C2N=c3ccccc3=C2N1c1ccc([N+](=O)[O-])cc1 | 1.5
CC(C)=CCCC1=CCC2C(=O)NNC(=O)C2C1 (stereo unspecified) | 0.6
C=C(CC)C(=O)c1ccc(OCC(=O)O)c(Cl)c1Cl | -2.2
COc1ccc([C@H]2[C@H](C(=O)OC(C)(C)C)N3N=Cc4ccccc4C3C23C(=O)c2ccccc2C3=O)cc1OC (stereo partly specified) | 6.5
CCC(=O)Oc1ccc(/C(CC)=C(\CC)c2ccc(OC(=O)CC)cc2)cc1 | -3.8
CCN(CC)c1ccc([C@H]2[C@@H]3CCCC[C@]3(O)CCN2CC(=O)NCc2ccco2)cc1 | 0.7
CS(=O)(=O)Nc1cccc(C(=O)CC2(O)C(=O)Nc3ccc(Br)cc32)c1 (stereo unspecified) | 0.4
CCN(CC)CC(=O)Nc1c(C)cccc1C | -9.0&-5.5
CC[C@H]1CN2CCc3cc(OC)c(OC)cc3[C@@H]2C[C@@H]1C[C@H]1NCCc2cc(OC)c(OC)cc21 | -6.7
CC1(C)O[C@@H]2C[C@H]3[C@@H]4C[C@H](F)C5=CC(=O)CC[C@]5(C)[C@H]4[C@@H](O)C[C@]3(C)[C@]2(C(=O)CO)O1 | 3.7
CCC1CCc2c(sc(NC(=O)c3cccnc3)c2C(N)=O)C1 (stereo unspecified) | 3.8
CCc1nc2ccccc2c(NC(=O)CN2CC(C)CC(C)C2)c1C (stereo unspecified) | -2.5
COc1ccc2cc(C(=O)OC(C)C)sc(=O)c2c1OC | -1.0
C[C@]12CCC(=O)C=C1CC[C@@H]1[C@@H]2[C@@H](O)C[C@@]2(C)[C@H]1CC[C@]2(O)C(=O)CO | -1.7
COc1ccc(N2CCN(C(=S)NCc3ccccc3)CC2)cc1 | -1.4
CC(=O)CCc1oc2ccccc2c1-c1ccccc1 | -3.4
Cc1cccc(C2=N/C(=C\c3cccnc3)C(=O)O2)c1 | 8.0
CCN(CC)c1ccc(C2=NNC(=O)CC2C)cc1[N+](=O)[O-] (stereo unspecified) | -4.1
COc1cccc(OCc2cc(C3Nc4ccccc4C(=O)N3Cc3ccco3)ccc2OC)c1 (stereo unspecified) | 6.2
Cc1cccc(Nc2ccccc2C(=O)O)c1C | 3.7
Cc1ccc2nc(C)c3c(c2c1)OC(C(C)(Cl)Br)C3 (stereo unspecified) | 1.8
CCC(NC(C)C)C(O)c1ccc(O)c(O)c1 (stereo unspecified) | 1.4
O=c1oc2c(CN3CCN(CCO)CC3)c(O)ccc2cc1-c1ccccn1 | -0.9
Cc1cc(O)c2/c(=N\N)c(-c3csc(C)n3)coc2c1 | 1.3
CC1(C)NC(C(=O)O)Cc2c1[nH]c1ccccc21 (stereo unspecified) | 0.2
Nc1nnc(-c2cccc(Cl)c2Cl)c(N)n1 | -1.5
Oc1c(Cl)cc(Cl)c(Cl)c1Cc1c(O)c(Cl)cc(Cl)c1Cl | 2.3

Taken from the results shown (22 entries):
smiles | PAD4 inhibitors
CCN(CC)c1ccc([C@H]2[C@@H]3CCCC[C@]3(O)CCN2CC(=O)NCc2ccco2)cc1 | 0.7
CS(=O)(=O)Nc1cccc(C(=O)CC2(O)C(=O)Nc3ccc(Br)cc32)c1 (stereo unspecified) | 0.4
CCN(CC)CC(=O)Nc1c(C)cccc1C | -9.0&-5.5
CC[C@H]1CN2CCc3cc(OC)c(OC)cc3[C@@H]2C[C@@H]1C[C@H]1NCCc2cc(OC)c(OC)cc21 | -6.7
CC1(C)O[C@@H]2C[C@H]3[C@@H]4C[C@H](F)C5=CC(=O)CC[C@]5(C)[C@H]4[C@@H](O)C[C@]3(C)[C@]2(C(=O)CO)O1 | 3.7
CCC1CCc2c(sc(NC(=O)c3cccnc3)c2C(N)=O)C1 (stereo unspecified) | 3.8
CCc1nc2ccccc2c(NC(=O)CN2CC(C)CC(C)C2)c1C (stereo unspecified) | -2.5
COc1ccc2cc(C(=O)OC(C)C)sc(=O)c2c1OC | -1.0
C[C@]12CCC(=O)C=C1CC[C@@H]1[C@@H]2[C@@H](O)C[C@@]2(C)[C@H]1CC[C@]2(O)C(=O)CO | -1.7
COc1ccc(N2CCN(C(=S)NCc3ccccc3)CC2)cc1 | -1.4
CC(=O)CCc1oc2ccccc2c1-c1ccccc1 | -3.4
Cc1cccc(C2=N/C(=C\c3cccnc3)C(=O)O2)c1 | 8.0
CCN(CC)c1ccc(C2=NNC(=O)CC2C)cc1[N+](=O)[O-] (stereo unspecified) | -4.1
COc1cccc(OCc2cc(C3Nc4ccccc4C(=O)N3Cc3ccco3)ccc2OC)c1 (stereo unspecified) | 6.2
Cc1cccc(Nc2ccccc2C(=O)O)c1C | 3.7
Cc1ccc2nc(C)c3c(c2c1)OC(C(C)(Cl)Br)C3 (stereo unspecified) | 1.8
CCC(NC(C)C)C(O)c1ccc(O)c(O)c1 (stereo unspecified) | 1.4
O=c1oc2c(CN3CCN(CCO)CC3)c(O)ccc2cc1-c1ccccn1 | -0.9
Cc1cc(O)c2/c(=N\N)c(-c3csc(C)n3)coc2c1 | 1.3
CC1(C)NC(C(=O)O)Cc2c1[nH]c1ccccc21 (stereo unspecified) | 0.2
Nc1nnc(-c2cccc(Cl)c2Cl)c(N)n1 | -1.5
Oc1c(Cl)cc(Cl)c(Cl)c1Cc1c(O)c(Cl)cc(Cl)c1Cl | 2.3

Further entries
smiles | PAD4 inhibitors
CC[C@H](C)C(=O)O[C@H]1C[C@@H](C)C=C2C=C[C@H](C)[C@H](CC[C@@H]3C[C@@H](O)CC(=O)O3)[C@H]21 | 5.5
COc1ccc2nc(C)cc(Nc3ccccc3O)c2c1 | 5.2
N=c1c[n+](N2CCOCC2)[n-]o1 | 1.4
COc1ccc(C2=CC(=O)C=CC2=O)cc1 | 4.3
Cc1ccccc1C(=O)Oc1ccc(Sc2ccc(O)cc2)cc1 | 3.4
O=c1cc(-c2ccc3c(c2)OCCO3)oc2ccc(Cl)cc12 | -0.2
CCNC1=C(Cl)C(=O)c2ccccc2C1=O | 22
CC1(C)CC(=O)c2c(nc3ccccc3c2N)C1 | 5.9
CC(C)C12CN3CC(C(C)C)(CN(C1)C3c1ccccc1)C2O (stereo unspecified) | -1.0
CCOc1ccc2nc(N/C(N)=N/S(C)(=O)=O)nc(C)c2c1 | -1.9
COCCCNc1nc2c([nH]1)c(=O)[nH]c(=O)n2C | 1.9
CC(C)Oc1cccc(C(=O)N2CCCC2)c1 | -0.4
CCN1CCn2c3c(c4cc(Cl)ccc42)CCCC31 (stereo unspecified) | 0.8
CCCCC/C=C\C[C@H](O)/C=C/c1cccc(C[C@H](O)CCCCO)n1 | 4.3
COc1ccc(S(=O)(=O)N2CCN(C(=O)COc3ccc4c(C)cc(=O)oc4c3)CC2)cc1 | 2.3
C#CCN(C)Cc1ccccc1 | 3.7
COc1ccc(OC)c(C(=O)c2coc3ccc(O)cc23)c1 | -2.5
COc1ccc2[nH]c3c(=O)n(/N=C/[C@H]4C(C)C=C(C)CC4C)c(=O)[nH]c3c2c1 (stereo partly specified) | -2.2
CC(=O)CC(c1ccc([N+](=O)[O-])cc1)c1c(O)c2ccccc2oc1=O (stereo unspecified) | -5.7
COc1cc(C(=O)OCCCN(C)C)cc(OC)c1OC | 0.5
CCCCCCCC(=O)OCC(=O)[C@@]1(O)CC[C@H]2[C@@H]3CCC4=CC(=O)CC[C@]4(C)[C@H]3[C@@H](O)C[C@@]21C | 4.6
CC(N=C(NC#N)Nc1ccncc1)C(C)(C)C (stereo unspecified) | 2.4
CC(=O)NC(C(=O)NCC(N)=O)C(C)C (stereo unspecified) | 4.5
OCCC1CN(Cc2nc(-c3ccccc3)cs2)CCN1Cc1ccc(F)cc1 (stereo unspecified) | 4.8
COc1ccc(-c2nnc(-c3cc4c(ccc5ccccc54)oc3=O)o2)cc1 | -2.1
Cc1cc(=O)[nH]c(=S)[nH]1 | -3.2
COc1ccc(CNCCC2(C(C)C)CCOC(C)(C)C2)cc1 (stereo unspecified) | -2.4
CC(C)CC(NC(=O)C1CCCN1C(=O)OC(C)(C)C)C(=O)NCC(N)=O (stereo unspecified) | 0.4
CC(NC(=O)c1ccc(OC2CCN(Cc3ccccn3)CC2)cc1)c1ccccc1 (stereo unspecified) | -1.9
Nc1ccc(-c2nc3ncccc3o2)c(Cl)c1 | -2.0
O=C(Cc1ccccc1[N+](=O)[O-])NCCCN1CCOCC1 | -4.7
Oc1ccc(Oc2ncc(Cl)cc2Cl)cc1 | 1.9
CC1(C)c2ccccc2N2CC(=O)NC21/C=C/c1ccco1 (stereo unspecified) | 1.0
CC(C)Cc1nc(NCCN2CCOCC2)c(C#N)c2c1COC(C)(C)C2 | 1.6
CCOC(=O)C(NC(=O)CCC(=O)Nc1ccc(S(N)(=O)=O)cc1)C(O)c1ccccc1 (stereo unspecified) | -0.4
COc1ccc(O)c(C(=O)/C=C/c2cc3ccccc3o2)c1 | 0.9
CCCCOc1ccc(OCCCN2CCOCC2)cc1 | -5.0
Cc1ccc(S(=O)(=O)N[C@@H](C)C(=O)N2CCC(C(=O)N3CCC[C@H]3C(=O)O)CC2)cc1 | -2.5
CSc1ccc(/C=N/N2CCN(Cc3ccc(C)cc3C)CC2)cc1 | -2.9
CC(C)COCC1CC2(CC(C)(c3csc(N)n3)OC2=O)C(=O)O1 (stereo unspecified) | -1.7
NC(N)=NC(N)=Nc1ccc2ccccc2c1 | 1.5
CC1(C)CC(O)(CNCc2ccc3c(c2)OCO3)CCO1 (stereo unspecified) | -0.4
Cc1nc2c(c3c1[nH]c1ccccc13)C(=O)CC(C)(C)C2 | 4.3
C[C@]12CCC(=O)C=C1[C@H](O)C[C@@H]1[C@@H]2[C@@H](O)C[C@@]2(C)[C@H]1CC[C@]2(O)C(=O)CO | 1.4
COC(=O)c1ccc(C(=O)OC)c(NC(=O)C(C)C)c1 | -3.3
CC(C)(C)n1c(=O)[nH]c2c(c1=O)CCC2 | 2.1
COC(=O)CCC(=O)CN | 5.3
CC(=O)N1N=C(c2cccs2)CC1c1ccc(C)o1 (stereo unspecified) | -0.4
CC1(C)CC(=O)C(C2=NC(C)(C)Cc3ccccc32)=C(O)C1 | 0.3
CCC(=O)Oc1ccc(C(=O)Nc2ccc([N+](=O)[O-])cc2)cc1 | 3.4
COC(=O)CN1CC(=O)N(c2ccccc2)C1=S | -1.0
Cc1ccc(-n2cc(CNCCN3CCOC3=O)c(-c3ccc(F)cc3)n2)cc1 | 5.0
COc1ccc(C2C3=C(OC(C)=O)c4ccccc4C3=Nc3c2c(=O)n(C)c(=O)n3C)cc1 (stereo unspecified) | -2.4
COc1ccc(CNC(=O)N[C@H](C(=O)O)C(C)C)cc1OC | -1.7
Cc1ccc(N2C(=O)c3ccccc3C2=O)cc1C | -6.0
CC(=O)c1c(C)[nH]c(C(=O)OCc2ccccc2)c1C | 1.9
CCc1cccc(OC2OC(CO)C(O)C(O)C2NC(C)=O)c1 (stereo unspecified) | 2.7
O=C(NCCN1CCCCC1)c1c(O)c2ccccc2[nH]c1=O | 2.7
CC(C)NS(=O)(=O)c1ccc(OCC(=O)Nc2cccc(F)c2)cc1 | 2.9
O=c1c2ccccc2nc2n1-c1ccccc1CCC2 | -3.2

(continued)
smiles | PAD4 inhibitors
COC(=O)c1cc(-c2c(C)oc3cc(OC)ccc3c2=O)c(C)o1 | 3.5
COC(=O)c1cc(-c2ccc(OC)c(OC)c2)on1 | -0.7
CC(=O)c1cc2c(cc1NC(=O)c1ccco1)OCCO2 | -1.2
O=C(Nc1c(C(=O)O)[nH]c2ccccc12)NC1CCCCC1 | 3.5
CN(C)CCC(c1ccc(Cl)cc1)c1ccccn1 (stereo unspecified) | -1.9
CN1CCC(OC(c2ccccc2)c2ccccc2)CC1 | 0.5
CC(C)(C)NCC(O)c1cc(O)cc(O)c1 (stereo unspecified) | -1.0
CC(C)OC(=O)CC1C(=O)NCCN1C(=S)NC(=O)c1cccs1 (stereo unspecified) | 6.3
CS(=O)(=O)Oc1ccc2c(c1)O/C(=C\C=C\c1ccccc1)C2=O | -4.6
O=C(OCCN1CCCC1)C1(c2ccccc2)CCCC1 | 6.5
CCc1cc(=O)oc2cc(OCC=C(C)C)ccc12 | 4.1
COc1ccc2cc(CCC(C)=O)ccc2c1 | 4.7
